hiPSC survival: hiPSC single-cell survival enhancement; survival enhancement, % at 20 µM; ATPlite luminescence; 100% = ROCK inhibitor wells, 0% = DMSO; actives 0.044% (n = 360,000); in the data active = survival enhancement above about 18%;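 also: cells exposed to compounds for 16 hours before the ATP read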
H9c2 protect: myocardial damage modulation in H9c2 cells; H9c2 cardiomyocytes, H2O2 injury protection, ATPLite, 2 h; protection from H2O2 cell death, % at 20 µM; actives 0.63% (n = 360,000); AID 588492;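 active = compounds giving at least 50% protection of heart cells from peroxide-induced death in the single-dose screen, raw or plate-pattern-corrected value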;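 also: 0% = DMSO wells with peroxide and 100% = DMSO wells without peroxide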
aDG glyco up: alpha-DG glycosylation activation | AID 624168 | Pro5-aDG cells, alpha-DG glycosylation AlphaScreen (IIH6); 0% Pro5, 100% B10-LARGE cell signal | actives 0.22% (n = 360,000) | activation, % at 10 µM;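 active = activation of at least 8% versus controls, or a plate z-score of at least 8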;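 also: Pro5 are CHO cells carrying HIG-tagged alpha-DG that lacks glycosylation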
ABCB6 inh 2: human ABCB6 transporter inhibition; Q9NP58; fluorescence ratio to DMSO, % at 10 µM; actives 0.19% (n = 360,000); K562-ABCB6 porphyrin accumulation, flow cytometry, 1 h; hits give low values;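 active = fluorescence ratio to DMSO below 75%, the collection mean minus 3 SD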;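 also: signal is porphyrin accumulated inside mitochondria; 100% equals median channel fluorescence of DMSO control wells; lower ratio means ABCB6 inhibition with less porphyrin fluorescence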
ABHD5-PLIN5 inh: blocks binding of human ABHD5 to perilipin-5. Q00G26+Q8WTS1. Split G. princeps luciferase complementation, luminescence, 4 h. inhibition, % at 4 µM. actives 0.78% (n = 360,000). AID 602281;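 active = inhibition above the mean inhibition across every tested compound plus 3 SD, cut at about 22% in these data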;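 also: 0% = DMSO only wells and the 100% control is not disclosed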
Granule exo inh: lytic granule exocytosis inhibition; inhibition, % at 10 µM; actives 0.66% (n = 360,000); TALL-104 LAMP-1 surface exposure, flow cytometry; cells stimulated with thapsigargin and PMA;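 active = inhibition above about 55%, limit read from the data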
MC4R barr agon: agonists of human melanocortin 4 receptor (MC4R) beta-arrestin; U2OS MC4R beta-arrestin complementation, luminescence; percent of melanotan II response, DMSO zero; activation, % at 8.9 µM; actives 0.98% (n = 360,000);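 active = activation above a per-plate cutoff, the mean activation of sample wells on that plate plus 3 SD, cut at about 8% in these data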
Target sequence (P32245 whole entry, looked up): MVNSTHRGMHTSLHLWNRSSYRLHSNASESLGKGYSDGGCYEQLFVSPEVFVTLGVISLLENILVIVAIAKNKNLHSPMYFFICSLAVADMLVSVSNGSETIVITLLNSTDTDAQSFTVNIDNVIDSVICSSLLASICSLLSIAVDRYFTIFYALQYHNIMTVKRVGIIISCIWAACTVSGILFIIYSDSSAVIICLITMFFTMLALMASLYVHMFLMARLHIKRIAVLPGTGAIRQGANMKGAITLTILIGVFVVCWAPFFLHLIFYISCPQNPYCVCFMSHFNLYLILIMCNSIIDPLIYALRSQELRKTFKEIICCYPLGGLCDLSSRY
Glyco luc inh: N-linked glycosylation inhibition; D54 ERlucT glycosylation luciferase reporter, 24 h; percent of 100 nM tunicamycin response; reporter increase, % at 12.5 µM; actives 0.23% (n = 360,000);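 active = mean luciferase reporter signal, scaled so untreated is 0 and the glycosylation-blocking control 100, at or above a set limit in every replicate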;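 also: luciferase carries N-glycosylation sites so blocking glycosylation raises the light; 0% = median of neutral control wells and 100% = median of 100 nM tunicamycin wells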
MC4R antag cAMP: antagonists of human melanocortin 4 receptor (MC4R); MC4R-expressing cells, MTII-stimulated cAMP, LANCE TR-FRET; inhibition, % at 6.5 µM; actives 0.48% (n = 360,000); AID 540295;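 active = inhibition above its plate's cutoff, the mean of tested wells on that plate plus 3 SD, cut at about 29% in these data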;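 also: 0% = Melanotan II alone and 100% = Melanotan II plus saturating MCL0020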
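System – human MC4R-expressing U2OS cells · Also added – Melanotan II · Dosing – one concentration, 6.5 µM nominal · Timing – 30-min compound, 1-h challenge, 1-h detection, room temperature · Measured by – Eu-cAMP/anti-cAMP TR-FRET, emission 671 nm · Replicates – singlicate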
HTR2A ag: activates the mouse 5-HT2A serotonin receptor | actives 0.66% (n = 360,000) | P35363 | activation, % at 7.6 µM | CHO-K1 mHTR2A beta-arrestin complementation, luminescence; percent of 30 µM serotonin response | AID 624169;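 active = activation above a run cutoff, the mean activation of all tested compounds plus 3 SD, cut at about 14% in these data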;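 also: 0% = plate median of compound wells and 100% = 30 µM serotonin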
Target sequence (P35363 whole entry, looked up): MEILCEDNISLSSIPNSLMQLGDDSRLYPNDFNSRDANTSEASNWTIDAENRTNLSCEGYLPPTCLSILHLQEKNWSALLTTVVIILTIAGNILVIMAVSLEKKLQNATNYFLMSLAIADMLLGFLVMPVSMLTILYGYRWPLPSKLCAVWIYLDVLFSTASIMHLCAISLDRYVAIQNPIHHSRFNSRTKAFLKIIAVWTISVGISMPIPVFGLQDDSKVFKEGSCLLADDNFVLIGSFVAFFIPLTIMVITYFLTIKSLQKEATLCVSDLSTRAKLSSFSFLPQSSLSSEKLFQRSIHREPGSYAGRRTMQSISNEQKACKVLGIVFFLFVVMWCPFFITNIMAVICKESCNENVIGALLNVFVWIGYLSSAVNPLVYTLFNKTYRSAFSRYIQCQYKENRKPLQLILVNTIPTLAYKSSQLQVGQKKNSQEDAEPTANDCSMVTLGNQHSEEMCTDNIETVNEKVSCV
* = called active by the depositor.

SMILES	hiPSC survival	H9c2 protect	aDG glyco up	ABCB6 inh 2	ABHD5-PLIN5 inh	Granule exo inh	MC4R barr agon	Glyco luc inh	MC4R antag cAMP	HTR2A ag
Cc1cc(N2CCOCC2)n2nc(C)c(-c3ccc(Cl)cc3)c2n1	1.8	0	0.4	98	-3	-2	-0.1	0	5	-6
CN(C)CCOCCOc1ccc(Cl)cc1Br	0.0	9	0.6	95	9	0	-1.0	-2	5	-7
CNC(=O)c1c(NC(=O)CCS(=O)(=O)c2ccc(C)cc2)sc(C)c1C	0.3	-1	0.0	92	0	-17	-1.7	1	2	-2
CCN(CC)C(=O)CSc1nc(N)c(-c2ccccc2)c(=O)[nH]1	0.7	-2	-0.1	93	1	-1	-3.1	2	5	0
CSc1nc(N)n2nc(-c3ccc(Cl)cc3)cc2n1	-0.8	-9	-0.1	101	-12	0	5.7	-5	12	-5
Nc1ccn([C@@H]2O[C@H](CNCc3cc(Br)ccc3OCc3ccccc3)[C@@H](O)[C@H]2O)c(=O)n1	-0.5	-3	-0.1	104	6	2	0.0	3	4	-6
COCCn1c(C)cc(C(=O)CSc2cc(C)c3ccccc3n2)c1C	-1.2	-8	1.1	100	6	4	2.6	-5	-5	7
O=C(c1cccc([N+](=O)[O-])c1)N1CCN(c2ccc(N3CCOCC3)nn2)CC1	0.0	3	-0.1	103	2	-3	-0.7	0	1	2
CN1C(=O)C(C)(C)c2cc(S(=O)(=O)NCC3CCC(C(=O)NCc4ccc(F)cc4)CC3)ccc21 (stereo not drawn)	-0.3	-2	0.0	98	3	-1	-0.8	0	7	3
S=C(Nc1cccnc1)Nc1cccc2cnccc12	-0.7	36	0.2	94	-12	1	-2.5	10	8	4
NS(=O)(=O)c1ccc(CCNCc2cc(Br)ccc2OCc2ccccc2F)cc1	2.1	-14	7.6*	98	-2	11	1.6	-5	1	-5
O=C(c1cccc(S(=O)(=O)N2CCCCC2)c1)N1CCN(c2ccccc2)CC1	-0.4	-1	5.5	92	-3	0	-2.8	1	1	-8
O=C(N=C1SC2CS(=O)(=O)CC2N1c1ccc(Br)cc1F)C1CC1 (stereo not drawn)	-0.2	-2	0.0	96	-3	-3	0.3	4	7	-1
O=C(O)CCSc1nnc(-c2cccnc2)n1-c1ccccc1	3.3	7	-0.2	101	-7	1	-1.0	-1	3	2
COc1ccc(-c2[nH]c(-c3ccc(C(=O)O)cc3)nc2-c2ccccc2)cc1	-1.6	3	0.0	98	4	-2	-0.8	-2	11	3
O=C1CC(c2ccccc2)n2nc(NS(=O)(=O)c3ccccc3)nc2N1 (stereo not drawn)	1.3	12	-0.2	97	-1	1	-0.6	1	8	0
CCOC(=O)c1sc(NC(=S)NC(=O)C2CCCC2)cc1C	0.2	-7	0.4	101	-2	4	1.2	-2	25	2
O=C(COC(=O)c1ccccc1Br)NC(=O)NCc1ccccc1	-0.4	-5	0.0	95	-4	-2	3.8	2	4	-7
COC(=O)CN(C)C(=O)c1ccccc1OC1CCN(S(C)(=O)=O)CC1	-0.4	4	-0.1	107	3	0	-0.4	1	7	-2
COc1ccc(CCNC(=O)COC(=O)c2ccccn2)cc1	-0.2	-1	0.2	103	-7	6	-1.3	2	8	-2
COc1ccccc1NC(=O)O/N=C(\N)c1ccccc1	2.0	-2	-0.1	98	1	4	-1.7	0	14	0
O=[N+]([O-])c1ccc(/C=N/Nc2nc(NCc3ccccc3)nc(N3CCOCC3)n2)cc1	-0.8	13	-0.2	95	-7	14	-1.5	-2	8	-3
Cc1csc(NC(=O)CSc2sc3c(O)cc(=O)[nH]c3c2C#N)n1	0.7	2	-0.1	99	-3	-1	-2.8	0	0	-2
COCCNC(=O)Nc1ccc2c(c1)N(C)C(=O)CS2	0.9	8	-0.1	100	1	2	-1.6	5	9	-4
O=C(CCc1nc2ccccc2s1)N1CCN(c2ccccc2)CC1	-1.1	9	-0.2	106	-17	3	-3.2	0	8	-6
COC(=O)Cn1cnc2c(C#N)c3n(c2c1=O)CCCC3	1.1	4	0.1	103	4	-3	-1.8	1	15	-2
CCn1c(COc2cccc(OC)c2)nnc1SCC(=O)NCC1CCCO1 (stereo not drawn)	-0.3	-7	-0.1	100	-3	5	-1.1	2	9	3
COC(=O)CNC(=O)CSc1nc2sccc2c(=O)n1-c1ccccc1	-0.2	5	-0.1	106	1	1	-1.9	1	7	-2
CN(C)C(CNC(=O)c1ccc2[nH]c(=O)c(=O)[nH]c2c1)c1ccco1 (stereo not drawn)	-0.4	1	-0.1	90	2	-1	-1.2	2	5	3
CC(C)(C)c1nnc(SCC(=O)c2ccccc2)n(N)c1=O	1.8	1	0.0	94	-25	-5	-1.1	3	1	0
COC(=O)c1sccc1NC(=O)Cc1ccc(OC)c(OC)c1	0.1	-10	0.5	98	4	-1	-0.3	-2	6	0
COc1ccc(CNC(=O)CN(Cc2ccc(F)cc2)C(=O)c2csnn2)cc1	-0.4	1	0.3	97	-6	0	-0.8	2	3	-1
COc1ccc(OC)c(Nc2nc(-c3cccc([N+](=O)[O-])c3)nc3ccccc23)c1	1.1	10	1.0	96	1	-1	-2.9	-2	8	1
COc1cc(-c2noc(C3CCCN(S(=O)(=O)c4cccc(Cl)c4)C3)n2)cc(OC)c1OC (stereo not drawn)	-1.8	-2	1.2	97	1	13	-1.3	-2	0	1
CN1CCSc2ccc(C(=O)Nc3ccc(Cl)cc3)cc21	-0.5	-12	0.0	93	-6	-3	5.5	-2	3	-7
Cc1cccc(-n2cc[nH]c2=S)c1C	4.4	2	0.0	103	-4	0	-2.5	3	3	-3
Cc1ccc2c(c1)C1CN(C)CCC1N2S(=O)(=O)c1ccccc1F (stereo not drawn)	1.0	6	0.2	100	4	-1	-1.9	-2	-2	-5
C[N+](C)(C)CCOC(=O)CCC(=O)OCC[N+](C)(C)C	1.4	0	0.0	106	7	-5	-0.6	1	5	4
COc1ccc(N2CCN(C(=O)CCS(=O)(=O)c3ccc(OC)cc3)CC2)cc1	5.1	0	1.1	100	2	3	-0.6	2	14	5
Oc1ccc(Nc2ncnc3ccccc23)cc1	-0.4	-4	0.0	95	7	0	-0.6	1	4	14
COc1cccc(-c2ccc3ncnc(NCc4ccc5c(c4)OCO5)c3c2)c1	-0.4	-2	0.9	104	8	-7	0.9	-12	9	-4
Cc1ccccc1-n1c(SCC(=O)NCc2cccs2)nc2ccccc2c1=O	-1.8	2	0.0	100	5	-1	0.2	-3	11	-4
O=C(COC(=O)C1=COCCO1)Nc1ccc2c(c1)OCO2	6.3	-5	0.0	97	1	-4	-2.0	0	5	2
O=C(Nc1cccc(Cl)c1)C1C2CCC3C(CCC21)C3(Cl)Cl (stereo not drawn)	-1.6	-15	1.0	96	-11	14	0.1	-9	1	-1
Cc1ccc(SC/C(O)=C(\C#N)c2nc3ccccc3s2)cc1	3.2	-31	0.5	103	0	-6	-1.2	0	0	5

Four compounds picked at random from the list so far, as already listed:
SMILES	hiPSC survival	H9c2 protect	aDG glyco up	ABCB6 inh 2	ABHD5-PLIN5 inh	Granule exo inh	MC4R barr agon	Glyco luc inh	MC4R antag cAMP	HTR2A ag
Cc1ccccc1-n1c(SCC(=O)NCc2cccs2)nc2ccccc2c1=O	-1.8	2	0.0	100	5	-1	0.2	-3	11	-4
Cc1ccc2c(c1)C1CN(C)CCC1N2S(=O)(=O)c1ccccc1F (stereo not drawn)	1.0	6	0.2	100	4	-1	-1.9	-2	-2	-5
COc1cccc(-c2ccc3ncnc(NCc4ccc5c(c4)OCO5)c3c2)c1	-0.4	-2	0.9	104	8	-7	0.9	-12	9	-4
COc1ccc(OC)c(Nc2nc(-c3cccc([N+](=O)[O-])c3)nc3ccccc23)c1	1.1	10	1.0	96	1	-1	-2.9	-2	8	1

Next part:
SMILES	hiPSC survival	H9c2 protect	aDG glyco up	ABCB6 inh 2	ABHD5-PLIN5 inh	Granule exo inh	MC4R barr agon	Glyco luc inh	MC4R antag cAMP	HTR2A ag
COc1ccc2c(c1)[nH]c1c(=O)n(/N=C/c3ccc(OC)c(CN4CCCC4)c3)cnc12	0.1	10	0.1	97	-1	0	2.5	0	-4	0
CCOC(=O)C1=C(C)NC(=O)NC1c1ccc(N(CC)CC)cc1 (stereo not drawn)	-0.4	-18	0.2	109	-6	-2	-0.5	-2	3	-6
CCC(=O)Nc1c2c(nn1-c1ccc(C)cc1)CS(=O)(=O)C2	-0.4	2	-0.1	103	-1	2	-2.6	1	1	9
CCOC(=O)c1cc2sccc2n1CC(=O)OC(C)C	1.6	3	0.1	97	9	-1	0.7	0	-1	1
CCOc1ccc(Nc2cc(=O)n(C)c(=O)n2C)cc1	6.8	0	-0.2	111	0	-3	-0.9	-1	18	0
O=C(Nc1ccccc1F)C1CCCN1S(=O)(=O)c1cccc2nsnc12 (stereo not drawn)	1.1	-6	0.0	95	1	-1	-0.8	2	3	3
COC(=O)c1c(NC(=O)CCCC(=O)O)sc(C)c1C	-0.2	-4	0.0	102	-2	-1	-1.1	3	1	-4
CCOC(=O)C1CCN(C(=O)c2cc3c(OC)c(OC)c(OC)cc3[nH]2)CC1	0.3	13	0.2	101	10	1	1.2	2	9	0
CN(CC(=O)NCc1ccccn1)S(=O)(=O)c1ccc2ccccc2c1	3.0	0	-0.2	99	-1	7	-3.2	2	16	4
CC(C)CCN(CCC(C)C)C(CO)(CO)CO	-1.5	-2	-0.1	95	9	0	1.2	0	2	0
Cc1cc(C)cc(OCC(=O)NC(C)c2ccccc2)c1 (stereo not drawn)	0.5	-2	0.1	100	-6	9	-2.8	-1	3	-1
COCOc1cccc(CN2CCC(C)(Oc3ccc(C(C)=O)cc3)C2)c1 (stereo not drawn)	1.3	2	-0.1	101	1	7	1.8	0	-5	3
COc1cccc(-c2cc3nc(NCc4ccccc4F)n(C)c(=O)c3s2)c1	0.7	6	-0.4	98	-3	-2	3.3	-1	9	0
CCOC(=O)Nc1cc(Br)c2c(c1)OCCO2	-2.2	-1	0.2	105	-8	-2	1.2	2	-4	-4
O=C(CSc1c[nH]c2ccccc12)NCC1CCCO1 (stereo not drawn)	2.2	6	0.0	87	-3	7	1.4	1	-2	-2
CCOCCCN(C(=O)c1snc(C(N)=O)c1N)C(C(=O)NCCC(C)C)c1ccc(Cl)cc1 (stereo not drawn)	-0.3	7	0.0	99	-1	1	0.5	-2	6	0
O=C(Nc1sc2c(c1C(=O)NC1CC1)CCCCCC2)c1ccco1	-0.4	-1	0.3	98	5	-1	3.2	0	-2	1
C=CC[N+]1(CC#Cc2ccccc2)CCCC1	3.0	0	0.3	103	-2	-3	-3.4	-1	16	3
CCc1noc(C)c1C(=O)OCC(=O)c1ccc(NC(C)=O)cc1F	-1.0	-5	0.0	102	-5	-3	0.5	3	1	0
N#Cc1ccc(OCC(=O)OCC(=O)c2ccc[nH]2)cc1	0.6	8	-0.1	97	1	-13	-0.9	1	26	-4
CCOC(=O)c1nn(-c2ccc(F)cc2)c2nc(-c3ccccc3)c(C#N)c(=O)n12	-1.0	4	0.0	102	-1	-3	-3.1	5	23	-2

aDG glyco up: what is marked active above
SMILES,aDG glyco up,ABCB6 inh 2,ABHD5-PLIN5 inh,Granule exo inh,MC4R barr agon,Glyco luc inh,MC4R antag cAMP,HTR2A ag
NS(=O)(=O)c1ccc(CCNCc2cc(Br)ccc2OCc2ccccc2F)cc1,7.6*,98,-2,11,1.6,-5,1,-5
